Assay outcomes deposited in PubChem BioAssay by several laboratories.
SKKanGAS inh = S. pyogenes SKKanGAS growth inhibitors in kanamycin, primary screen, streptokinase expression inhibitor project, SKKanGAS strain, BacTiter-Glo luminescence | 300,000 tested, 1.3% active | inhibition, % at 7.5 µM | AID 1662, 2009 | 6 h;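 active means mean replicate score, as percent of positive control median, at least 50; inconclusive means mean below 50 but one replicate at or above 50; inactive means mean and every replicate below 50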;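 further: strain carries kanamycin resistance gene driven by streptokinase promoter and grows in 40 µg/ml kanamycin; loss of luminescence reflects streptokinase promoter inhibition or plain growth inhibition; 0% = median of DMSO wells and 100% = positive control at its reference dose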
KCNQ1 pot = potentiators or activators of KCNQ1 channel, primary screen, cell-based, thallium flux, high-throughput. Potassium voltage-gated channel subfamily KQT member 1 (Homo sapiens), P51787. CHO-K1 KCNQ1, thallium flux FluxOR fluorescence; stronger effect = higher value. B-score at 10 µM. 310,000 tested, 0.35% active;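 active means fluorescence ratio B-score, a plate-corrected score, at least three library SD, with initial intensity B-score within 5 SD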
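Assay system: stable KCNQ1 CHO-K1 line; medium: assay buffer, equal DMSO in all wells; timing: 90 min dye loading and 20 min compound exposure, both at room temperature; technique: kinetic FluxOR thallium fluorescence, 10-s 1-Hz baseline, 110-s post-stimulus read; read-out basis: B score of baseline-normalized fluorescence ratio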
KCNK9 block = KCNK9 potassium channel inhibitors, primary screen, HEK293 cells, thallium flux; Potassium channel subfamily K member 9 (Homo sapiens), Q9NPC2; FluxOR thallium flux fluorescence; stronger effect = lower value; B-score at 10 µM; 310,000 tested, 1.2% active; AID 488922, 2010;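 active means ratio B-score over 3 SD below the library mean, with starting fluorescence within 5 SD of its mean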;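 further: negative B-score means less thallium flux so channel inhibition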
Target sequence (Q9NPC2 whole entry, looked up): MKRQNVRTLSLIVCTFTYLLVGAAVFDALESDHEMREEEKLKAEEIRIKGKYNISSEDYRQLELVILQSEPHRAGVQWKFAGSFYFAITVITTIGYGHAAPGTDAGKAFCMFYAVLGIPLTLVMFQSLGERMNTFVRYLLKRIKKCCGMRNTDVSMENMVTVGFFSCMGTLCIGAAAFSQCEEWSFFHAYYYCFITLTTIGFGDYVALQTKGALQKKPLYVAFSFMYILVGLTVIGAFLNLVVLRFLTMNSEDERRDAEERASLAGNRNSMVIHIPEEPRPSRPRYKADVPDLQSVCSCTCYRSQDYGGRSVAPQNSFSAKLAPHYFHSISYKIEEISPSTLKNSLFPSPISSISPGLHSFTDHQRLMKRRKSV
HDAC3 inhib = HDAC3 deacetylase inhibitors, primary screen, biochemical, fluorescence, cell-free homogeneous; recombinant HDAC3, fluorogenic peptide/trypsin coupled; inhibition, % at 8.3 µM; 320,000 tested, 0.15% active; in the data active means inhibition above about 26%, passing the limit was not always enough; inconclusive means no clear call, values can overlap the other calls
Target sequence (O15379 whole entry, looked up): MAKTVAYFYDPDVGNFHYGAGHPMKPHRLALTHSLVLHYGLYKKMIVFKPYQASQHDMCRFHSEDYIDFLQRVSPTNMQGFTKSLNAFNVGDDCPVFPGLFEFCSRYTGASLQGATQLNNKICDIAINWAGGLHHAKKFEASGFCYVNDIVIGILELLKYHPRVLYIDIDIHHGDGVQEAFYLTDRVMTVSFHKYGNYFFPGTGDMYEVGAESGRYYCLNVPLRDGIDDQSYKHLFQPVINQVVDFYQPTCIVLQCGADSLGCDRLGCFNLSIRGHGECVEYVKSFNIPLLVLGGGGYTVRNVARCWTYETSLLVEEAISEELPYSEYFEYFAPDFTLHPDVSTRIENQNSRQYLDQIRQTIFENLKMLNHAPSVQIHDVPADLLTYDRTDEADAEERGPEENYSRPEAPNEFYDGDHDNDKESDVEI
RGS4 inh = RGS4 inhibitors, primary screen, cell-based, HEK293 M3R inducible RGS4, calcium flux | Regulator of G-protein signaling 4 (Homo sapiens), P49798 | Fluo-4 calcium flux; stronger effect = higher value; triggered by carbachol at its EC20 | B-score at 10 µM | 310,000 tested, 0.45% active | AID 463165, 2010;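 active means B-score, a plate-corrected calcium signal, over three deviations above library mean, with baseline fluorescence within five deviations of library mean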;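 further: RGS4 expression induced by doxycycline in cells with stable M3 receptor; B-score is computed from the integrated fluorescence ratio over baseline after carbachol; higher B-score means a larger calcium signal and so more RGS4 inhibition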
Target sequence (P49798 whole entry, looked up): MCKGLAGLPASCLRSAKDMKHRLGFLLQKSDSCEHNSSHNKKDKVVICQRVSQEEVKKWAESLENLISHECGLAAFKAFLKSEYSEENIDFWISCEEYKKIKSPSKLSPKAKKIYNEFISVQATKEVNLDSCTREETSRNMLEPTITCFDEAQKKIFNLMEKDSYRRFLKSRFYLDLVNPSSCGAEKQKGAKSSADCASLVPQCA
KCNQ1 block = inhibitors of human KCNQ1 channel, primary screen, cell-based, thallium flux, high-throughput | CHO-K1 KCNQ1, FluxOR thallium flux fluorescence; stronger effect = higher value | B-score at 10 µM | 310,000 tested, 1.3% active | AID 2642, 2010;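 active means compounds whose thallium flux B-score, printed positive for inhibition, exceeds three library SD while starting fluorescence stays within three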;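 further: channel opened by potassium depolarization with thallium stimulus after 20 min compound exposure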
KCNK3 block = human KCNK3 channel inhibitors, primary screen, CHO cells, FluxOR thallium flux, B-score; 340,000 tested, 0.84% active; B-score at 10 µM; AID 602410, 2012; Potassium channel subfamily K member 3 (Homo sapiens), O14649; FluxOR fluorescence; stronger effect = lower value;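 active means B-score under library mean minus 4 SD, starting fluorescence ratio at most library mean plus 5 SD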;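 further: more negative B-score means stronger inhibition of thallium flux through KCNK3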
RGS4 act = RGS4 potentiators or activators, primary screen, cell-based, HEK293 M3R inducible RGS4, calcium flux; 310,000 tested, 0.92% active; B-score at 10 µM; carbachol calcium flux Fluo4; stronger effect = lower value;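 active means B-score of the integrated calcium signal more than 4 SD below the library mean, with starting fluorescence not abnormally high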;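 further: negative B-score means reduced calcium response which marks RGS4 activation or potentiation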
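Detection: kinetic calcium fluorescence imaging with Fluo4-AM dye, 2 µM / Material: HEK293 cells with stable M3R and inducible RGS4 / Schedule: recording 10 s baseline at 1 Hz, 100 s post-agonist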
ANO1 activ = TMEM16A chloride channel activators or potentiators, primary screen, cell-based, HTS | Anoctamin-1 (Mus musculus), Q8BHY3 | HEK293 TMEM16A/YFP-H148Q/I152L, iodide quench fluorescence; stronger effect = lower value | B-score at 10 µM | 340,000 tested, 0.3% active | AID 623877, 2012;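 active means fluorescence-ratio B-score plate-corrected deviation score at least 3 library SD below zero, with starting fluorescence score within 5 deviations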;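 further: channel opened by trigger with iodide after compound preincubation; score built on the fluorescence ratio of max minus min over baseline; more negative score means more quench and so TMEM16A activation or potentiation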
hERG protect = hERG rescue from dofetilide block, primary screen, cell-based, CHO-hERG, FluxOR thallium flux, dofetilide IC70 | Voltage-gated inwardly rectifying potassium channel KCNH2 (Homo sapiens), Q12809 | dofetilide IC70 present | activation (rescue from dofetilide block), less the hit threshold, % at 10 µM | 310,000 tested, 0.51% active | AID 1511, 2009;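 active means activation above the mean of controls blocked by dofetilide plus 5 SD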;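 further: thallium influx through hERG after potassium depolarization seen as dye fluorescence rise; in these data hits start at about 4.7%; inactives centre near -7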
TMEM16A inh = TMEM16A chloride channel inhibitors, primary screen, cell-based, HTS; Anoctamin-1 (Mus musculus), Q8BHY3; 310,000 tested, 1.2% active; normalized B-score (activity score, 25-100; higher = stronger inhibition) at 10 µM; AID 588511, 2011; HEK293 TMEM16A/YFP iodide influx fluorescence, ionomycin;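 active means ratio plate-corrected score three or more library SD toward inhibition, starting fluorescence score within five deviations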;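 further: score derived from kinetic fluorescence span divided by baseline fluorescence per well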
Starred values were filed as active, the others as inactive; i = inactive; ? = inconclusive; . = not tested or not shown; & = joins results of further samples.

SMILES | SKKanGAS inh | KCNQ1 pot | KCNK9 block | HDAC3 inhib | RGS4 inh | KCNQ1 block | KCNK3 block | RGS4 act | ANO1 activ | hERG protect | TMEM16A inh
CN1CCN(c2ccc(C(N)=O)cc2N)CC1 | 0 | i | i | -16 | i | i | i | i | i | -6 | i
CCOC(=O)N(c1ccccc1)P1(=S)OCCO1 | -2 | i | i | 13 | i | i | i | i | i | -11 | i
CC(=NC(C)c1ccccc1)c1c(O)[nH]c(=O)[nH]c1=O (configuration not stated) | -14 | i | i | 3 | i | i | i | i | i | -1 | i
CCN1C[C@]2(CO)CC[C@H](OC)[C@@]34C5C[C@H]6[C@H](OC)C5[C@](O)(C[C@H]6OC)[C@@](O)(C(OC)C23)[C@@H]14 (some centres not stated) | 8 | i | i | -1 | i | i | i | i | i | -6 | i
CC[N+]12CCC(CC1)C(C(O)(c1ccccc1)c1ccccc1)C2 (configuration not stated) | -6 | i | i | -7 | i | i | i | -8* | i | -9 | i
COc1ccc(CC(C)NC2CCCCCC2)cc1 (configuration not stated) | 5 | i | i | 5 | i | i | i | i | i | -8 | i
COc1ccc(N2C(=O)NC(=O)/C(=C/c3cccc(OC(=O)c4cccs4)c3)C2=O)cc1Cl | -8 | i | i | 8 | i | i | . | i | . | -15 | i
COc1ccc(C(=O)C2CCCN(Cc3cccc(C)n3)C2)c(OC)c1 (configuration not stated) | 1 | i | i | . | i | i | i | i | i | -13 | i
c1ccc2sc(NC3=NCCN3)nc2c1 | 6 | i | i | 0 | i | i | i | i | i | 0 | i
Cc1ccc(-n2c(C)cc(/C=C3/C(=O)NC(=O)N(Cc4ccco4)C3=O)c2C)cc1 | -1 | i | i | 2 | i | i | i | i | i | -9 | i
O=C(COc1ccccc1)N1CCN(CCN2C(=O)c3cccc4cccc(c34)C2=O)CC1 | -4 | i | i | -1 | i | i | i | i | i | -6 | i
CC1N(O)C2CCCCCC2N1O (configuration not stated) | 17 | i | i | 5 | i | i | i | i | i | -2 | i
O=c1cc(C(F)(F)F)c2cc3c4c(c2o1)CCCN4CCC3 | 0 | i | i | 4 | i | 37* | i | -9.1* | i | -16 | i
COc1ccc(N2C(=O)/C(=C/c3ccco3)C(=O)NC2=S)cc1 | 8 | i | i | 3 | i | i | i | i | i | -7 | i
CCCOP(=O)(O)c1c([N+](=O)[O-])cc(C(F)(F)F)cc1[N+](=O)[O-] (tested in a mixture with another compound) | -4 | i | i | -3 | i | i | i | i | i | -7 | i
OCC1(CO)COC(c2cccnc2)N1 (configuration not stated) | 1 | i | i | -1 | i | i | i | i | i | -9 | i
O=C(c1ccc(Cl)cc1)N1CCC2(CC1)OCCO2 | -3 | i | i | -5 | i | i | i | i | i | -6 | i
CNC(=O)NC(O)C(Cl)(Cl)Cl (configuration not stated) | -3 | i | i | -1 | i | i | i | i | i | -4 | i
CC(C)c1ccc(O)c(CN2CCN(c3ccccc3)CC2)c1 | -8 | i | i | 1 | i | i | i | i | i | -6 | i
COc1cc(C)c(CN2CC=C(c3ccc(F)cc3)CC2)cc1C | 0 | i | i | 3 | i | i | i | i | i | -9 | i
O=C(CN1CCCCC1)c1ccc(F)cc1 | -5 | i | i | -4 | i | i | i | i | i | -2 | i
Cc1ccc2c(c1)CC1(CN2C)C(=O)NC(=O)N(c2cc(C)ccc2C)C1=O (configuration not stated) | 11 | i | i | -4 | i | i | i | i | i | -9 | 25*
CC(=O)OC1C2CCCC1C(N1CCCC1)CC2 (configuration not stated) | -1&2 | i | i | 5&12 | i | i | i | i | i | -7&-3 | i
COc1ccc(OCC(=O)N2CCN(Cc3c[nH]c4ccccc34)CC2)cc1 | -3 | i | i | . | i | i | i | i | . | -3 | .
CC(C)c1ccc(OCC(=O)N2CCN(C)CC2)c(Br)c1 | -13 | i | i | 20 | i | i | i | i | i | -11 | i
CC1CN(O)C2CCc3nonc3C12O (configuration not stated) | -6 | i | i | 4 | i | i | i | i | i | -6 | i
CN1C(=O)C(=Cc2ccccc2OCc2ccc(C(=O)O)cc2)C(=O)N(C)C1=O | 2 | i | i | 3 | i | i | i | i | i | -5 | i
O=c1[nH]c(=S)[nH]c(O)c1/C=N/N1CCOCC1 | 1 | i | i | 4 | i | i | i | i | i | -11 | i
CCc1ccc(-c2nn(Cc3ccccc3)cc2C=O)cc1 | 7 | i | i | -2 | i | i | i | i | i | -7 | i
COP(=O)(C#Cc1ccccc1)C(O)c1ccc(Br)cc1 (configuration not stated) | 15 | i | i | -4 | i | i | i | i | i | -1 | i
CN1C(=O)c2ccccc2NC(=O)[C@]12O[C@@H]2c1ccccc1 | 3 | i | i | 0 | i | i | i | i | i | -3 | i
COc1cccc(C(=O)C2CCCN(Cc3ccc4nsnc4c3)C2)c1 (configuration not stated) | 0 | i | i | 8 | i | i | i | i | i | -9 | i
CCOC(=O)c1ccc(N=C(c2ccccc2)c2c(O)n(C)c(=O)n(C)c2=O)cc1 | 3 | i | i | 6 | i | i | i | i | i | -6 | i
ON1C2CCCCC2N(O)C1c1ccccc1 (configuration not stated) | -12 | i | i | 2 | i | i | i | i | i | -2 | i
COc1cccc(C(=O)C2CCCN(Cc3ccc(F)cc3)C2)c1 (configuration not stated) | -4 | i | i | 3 | i | i | i | i | i | -7 | i
OC12Oc3ccccc3C=C1N1CCC2CC1 (configuration not stated) | 6 | i | i | 9 | i | i | i | i | i | 1 | i
CCOc1ccc(-n2c(O)c(C=NCCN(CC)CC)c(=O)[nH]c2=O)cc1 | -1 | i | i | 6 | i | i | i | i | i | -11 | i
CN1CCN(C(=O)OC2c3nccnc3C(=O)N2c2ccc(Cl)cn2)CC1 (configuration not stated) | -1 | i | i | 7 | i | i | . | i | . | -7 | i
Cc1nc2ccccn2c1P(=S)(N1CCCCC1)N1CCCCC1 | 10 | i | i | -5 | i | i | i | i | -9.5* | -11 | i
COc1ccc(CCn2c(O)c(C=NC3CC3)c(=O)[nH]c2=O)cc1OC | -3 | i | i | 2 | i | i | i | i | i | -7 | i
O=C(N/N=C/c1c(O)n(Cc2ccc(F)cc2)c(=O)[nH]c1=O)c1ccccc1 | 13 | i | i | . | i | i | i | i | i | -10 | i
CCC[N+]12CCC(CC1)C(=C(c1ccccc1)c1ccccc1)C2 | 0 | i | i | 0 | i | i | i | -12* | i | -13 | i
O=C(O)c1ccccc1NC(=O)C1C2CCC(O2)C1C(=O)O (configuration not stated) | -2 | i | i | -12 | i | i | . | i | . | 0 | i
CCn1cc(C(=O)c2cccs2)c2ccccc21 | 0 | i | i | 6 | i | i | i | i | i | -16 | i
Cc1cccc(OCC(=O)N2CCN(Cc3ccc4c(c3)OCO4)CC2)c1 | -6 | i | i | 1 | i | i | i | i | i | -8 | i
Cn1c(=O)cc(OCCCC(=O)N2CCC3(CC2)OCCO3)c2ccccc21 | -1 | i | i | 0 | i | i | i | i | i | -6 | i
O=c1cccc2n1CC1CC2CN(c2nc(N3CCCCC3)nc(N3CCCCC3)n2)C1 (configuration not stated) | 3 | i | i | -2 | i | i | i | i | i | -7 | i
O=C(COc1ccccc1)N1CCN(Cc2c[nH]c3ccccc23)CC1 | -2 | i | i | 0 | i | i | i | i | i | -7 | i
CCCCCCn1c(=O)c(C(=O)Nc2nc(CC(=O)OCC)cs2)c(O)c2ccccc21 | -9 | i | i | -4 | i | i | i | i | i | -10 | i
COc1ccc(NC(=O)N2CCC3(CC2)OCCO3)cc1OC | -1 | i | i | -1 | i | i | i | i | i | -7 | i
COC(=O)c1c2[n+](cc3cc(OC)c(OC)cc13)CCc1cc(OC)c(OC)cc1-2 | -6 | i | i | 5 | i | i | i | i | i | -8 | i
Cc1cc(C)cc(NC(=S)NC2CC3CCCC(C2)N3Cc2cccs2)c1 (configuration not stated) | 2 | i | i | 7 | i | i | i | i | i | -8 | i
CCN(CC)c1ccc(CNCCc2ccc(F)cc2)cc1 | -5 | i | i | . | i | i | i | i | i | -15 | i
O=[N+]([O-])c1ccc(CN2CC=C(c3ccccc3)CC2)cc1 | -4 | i | i | ? | i | i | i | i | i | -7 | i
Cc1cc(OCC(=O)NC(Cc2ccc(Cl)cc2)C(=O)O)c2c3c(c(=O)oc2c1)CCC3 (configuration not stated) | 12 | i | i | -37 | i | i | i | i | i | -7 | i
CCOC(=O)[C@@]1(C#N)C(c2ccc(Cl)c(Cl)c2)[C@H](C(N)=O)N2C=C(C(C)=O)C=C[C@H]21 (some centres not stated) | . | i | i | 7 | i | i | i | i | i | -12 | i
CCn1ccnc1CN1CCCC(C(=O)c2ccc(SC)cc2)C1 (configuration not stated) | -11 | i | i | 3 | i | i | i | -10* | i | -4 | i
CC1CCCC(C2(O)C(=O)Nc3ccccc32)C1=O (configuration not stated) | -2 | . | . | -3 | . | . | i | . | i | . | i

The list is partial. The share of hits here may be higher or lower than overall.
